D1 ag = agonists of human D1 dopamine receptor; P21728; HEK293 T-REx D1 cells, calcium flux, agonist mode; activation, % at 2 µM; 1% of 360,000 active; further: 0% is about no effect
Target sequence (P21728 whole entry, looked up): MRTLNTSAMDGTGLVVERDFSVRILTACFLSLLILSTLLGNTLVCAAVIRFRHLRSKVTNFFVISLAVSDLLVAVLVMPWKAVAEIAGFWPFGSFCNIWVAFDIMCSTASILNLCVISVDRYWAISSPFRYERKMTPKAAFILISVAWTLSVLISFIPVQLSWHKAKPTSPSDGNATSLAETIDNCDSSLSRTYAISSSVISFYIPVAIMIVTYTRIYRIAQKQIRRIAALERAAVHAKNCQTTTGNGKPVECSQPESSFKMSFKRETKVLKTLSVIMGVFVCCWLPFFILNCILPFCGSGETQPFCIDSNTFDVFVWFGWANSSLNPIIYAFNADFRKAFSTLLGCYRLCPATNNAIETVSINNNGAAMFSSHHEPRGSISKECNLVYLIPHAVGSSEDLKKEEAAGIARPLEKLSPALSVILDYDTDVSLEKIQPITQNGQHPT
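Agonism was scored from calcium flux recorded over 180 s (1 read/s) after pintool compound addition, following a 10-cycle baseline. Cells were inducible force-coupled HEK293 TREx D1, plated overnight at 30 C and loaded with no-wash calcium dye.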
D2 ag = D2 dopamine receptor (human) agonism; activation, % at 2 µM; P14416; HEK293 T-REx D2 cells, calcium flux agonist mode; AID 485358; 0.53% of 340,000 active;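 active means activation over 3 SD above normal in the single-dose calcium agonist read, cut at about 30% in these data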; further: 0% is about no effect
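Agonism scored from kinetic calcium signal (1 read/sec, 180 s) following compound pin transfer, after a 10 s baseline. Cells: HEK293 Trex line expressing inducible D2 receptor coupled to calcium, dye-loaded after overnight culture at 30 C.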
D1 antagonist = antagonists of human D1 dopamine receptor; 3.2% of 360,000 active; activity change, negative = inhibition, % at 10 µM; HEK293 TREx D1 cells, calcium flux, dopamine EC80; hits give low values; in the data active means activity change below about -30%; further: on the % scale 0 is the no-effect control and ±100 the full control effect
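After overnight tetracycline induction at 30 C, force-coupled D1 HEK293 cells took up a no-wash calcium dye at room temperature. Compounds were added and monitored 180 s, and the response to EC80 dopamine was then recorded.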
TRHR enhancer = allosteric enhancers of human TRH receptor; P34981; TRHR cells, fluo-8 calcium fluorescence, EC20 TRH enhancement; enhancement, % at 2 µM; 0.66% of 360,000 active; in the data active means enhancement above about 30%; further: 0% is about no effect
Target sequence (P34981 whole entry, looked up): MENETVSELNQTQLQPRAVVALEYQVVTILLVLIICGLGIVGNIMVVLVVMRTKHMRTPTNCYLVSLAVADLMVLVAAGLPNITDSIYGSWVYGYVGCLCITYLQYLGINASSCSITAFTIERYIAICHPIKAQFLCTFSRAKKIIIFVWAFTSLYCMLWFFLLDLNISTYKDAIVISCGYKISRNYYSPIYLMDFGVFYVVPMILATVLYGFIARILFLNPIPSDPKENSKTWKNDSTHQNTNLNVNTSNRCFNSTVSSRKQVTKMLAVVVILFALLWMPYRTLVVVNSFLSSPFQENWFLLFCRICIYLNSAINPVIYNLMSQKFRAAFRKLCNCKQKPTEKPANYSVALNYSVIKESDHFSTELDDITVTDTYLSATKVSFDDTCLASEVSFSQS
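Enhancer read-out: after compound pinning and an initial kinetic agonist-mode read, an EC20 of TRH (10 nM final) was injected and fluo-8 calcium signal (Ex 480/Em 530) followed at 1 s/cycle for 100 cycles in TRHR-expressing cells.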
TRHR ag = agonists of human TRH receptor; P34981; 0.18% of 360,000 active; activation, % at 2 µM; TRHR cells, calcium flux fluo-8, FDSS agonist mode; further: 0% is about no effect
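TRHR-expressing cells, plated overnight in medium with 10% serum, were loaded with fluo-8 calcium dye at room temperature. After a 10 s baseline, library compound was pin-added and calcium release was recorded kinetically (ex 480/em 530) as agonist response.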
D2 PAM = positive allosteric modulators of human D2 dopamine receptor; HEK293 T-REx D2, calcium flux, EC20 dopamine potentiation; P14416; 0.34% of 340,000 active; potentiation, % at 10 µM; AID 485347;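 active means potentiation over 3 SD above the plate norm, cut at about 30% in these data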; further: 0% is about no effect
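Potentiation of an EC20 dopamine calcium response is measured in a force-coupled, tetracycline-inducible Hek293 Trex D2 line. Compound-only kinetic reads over 180 s flag agonists before dopamine addition.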
D1 PAM = enhances dopamine response at the human D1 receptor. HEK293 TREx D1 cells, calcium flux, dopamine EC20 potentiation. potentiation, % at 10 µM. 0.036% of 360,000 active; in the data active means potentiation above about 30%; further: 0% is about no effect
D2 antag = antagonizes the human D2 dopamine receptor | P14416 | HEK293 TREx D2 cells, calcium flux, dopamine EC80 | inhibition, % at 10 µM | 2% of 340,000 active; in the data active means inhibition above about 30%; further: 0% is about no effect
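Overnight-induced (tetracycline, 30 C) HEK293 T-REx cells carrying force-coupled D2 receive a no-wash calcium dye, then compound, then EC80 dopamine at 180 s; signals are read kinetically throughout.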
RXFP1 antag = antagonists of human relaxin receptor RXFP1. 0.59% of 350,000 active. activity change, negative = inhibition, % at 57.5 µM. HEK293-RXFP1, relaxin-stimulated cAMP HTRF, 30 min; hits give low values. AID 1259400;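 active means activity change of -60% or lower, but not beyond a set lower limit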; further: on the % scale 0 is the no-effect control and ±100 the full control effect
* = called active by the depositor; . = not tested or not shown. Unless noted, no stated cut-off is given here; in the data, active means activation above about 30%; inactive means the rest.

SMILES	D1 ag	D2 ag	D1 antagonist	TRHR enhancer	TRHR ag	D2 PAM	D1 PAM	D2 antag	RXFP1 antag
COc1ccccc1-c1nnc(NC(=O)c2ccccc2F)o1	0	-0.7	9	3	-0.1	14	.	19	.
Cc1cc(NCCNC2=CC(=O)CCC2)nc2ccccc12	0	-1.0	-7	1	-0.4	-11	-7	17	-3
Cc1cc2nnc(SCC(=O)NC3CCCCC3)n2c(N)n1	0	1.5	1	3	0.3	.	-3	1	-18
CCCOc1ccc(C(=O)N2CC3(CC(c4cccc(NC(=O)[C@@H]5CCC(=O)N5)c4)=NO3)C[C@H]2C(=O)NC2(C(N)=O)CC2)cc1 (stereo partly drawn)	-1	0.7	23	6	-1.1	3	-7	3	.
N#CC1=C(N)n2c(s/c(=C\c3ccco3)c2=O)=C(C#N)C1c1ccco1 (stereo not drawn)	-2	0.7	-11	-4	2.0	-6	2	1	-10
COc1ccc(-c2[nH]ncc2CNC(C)CCn2cccn2)cc1F (stereo not drawn)	0	13	18	2	0.8	-5	-2	-4	0
CC(C)(C)C1CCc2nc(NC(=O)Cc3ccccc3)sc2C1 (stereo not drawn)	4	-0.5	8	8	0.0	-1	3	.	.
CCN1CCN(C(=O)c2ccc(CN(c3ccc(C)c(C)c3)S(C)(=O)=O)cc2)CC1	4	-2.0	-2	-8	0.7	6	-4	12	-14
COc1cc(CCC(=O)OCC(=O)Nc2ccccc2OC(F)F)cc(OC)c1OC	12	.	-1	-5	-0.5	.	11	.	-15
Cc1ccc(/C=C/c2onc(C)c2S(=O)(=O)N2CCC(C(=O)Nc3ccccc3C(F)(F)F)CC2)cc1	3	0.3	7	3	0.0	.	0	.	.
O=C(Nc1cc(Cl)ccc1N1CCOCC1)C1=COCCO1	0	0.8	-5	-1	0.0	-6	-4	-3	-5
FC(F)(F)c1ccc(Cl)c(-n2c(-c3ccco3)n[nH]c2=S)c1	1	-0.4	7	-1	-0.1	0	-5	8	-20
COCC(C)NC(=O)c1cnn2c(C(F)F)cc(-c3ccccc3)nc12 (stereo not drawn)	1	-0.2	0	13	-0.5	4	-4	.	.
COc1ccc(-c2ccc(CNCc3ccccn3)o2)cc1Cl	2	-0.6	-6	-5	-0.2	-4	1	7	.
O=C(NC(Cc1ccccc1)C(=O)O)/C(=C/c1ccco1)NC(=O)c1cccc([N+](=O)[O-])c1 (stereo not drawn)	0	-0.4	-3	-3	0.1	17	2	11	-1
Oc1ccc2oc3c(c2c1)CCCC3	3	0.3	16	-6	-0.5	1	-6	16	5
CC(C)CN1CCN(Cc2ccc(Oc3ncccn3)cc2)CC1CCO (stereo not drawn)	3	1.1	-8	-6	0.1	-14	-4	-3	-2
O=C(Cc1c(Cl)cccc1Cl)Nc1cccnc1	5	0.5	2	-1	-0.4	21	4	-7	8
COC(=O)c1cc(NC(=O)C23CCC(C)(C(=O)O2)C3(C)C)cc(C(=O)OC)c1 (stereo not drawn)	3	0.4	9	3	0.9	-6	0	-10	20
CCCCN(Cc1ccco1)C(=O)Cn1ncc2c([nH]c3ccccc32)c1=O	10	-1.0	12	8	-0.7	1	-2	.	-5
COc1ccc(/C(O)=C2/C(=O)C(=O)N(CCN(C)C)C2c2cccnc2)cc1OC (stereo not drawn)	3	0.7	-17	0	0.3	-5	2	-1	3
CCOC(=O)C(C)c1nc2ccccc2[nH]c1=O (stereo not drawn)	3	0.3	13	-4	1.3	4	1	27	-12
O=C(CN1CCN(c2ccccn2)CC1)Nc1cccc(S(=O)(=O)N2CCCC2)c1	3	60*	-17	-7	-1.3	-34	0	60*	-7
CCC(C)NC(=O)CSc1nnc(-c2ccncc2)n1-c1ccc(OC)cc1 (stereo not drawn)	0	-1.0	1	7	1.4	-5	6	-14	-3
CC(C)(C)NC(=O)NC(=O)COc1ccc(Br)cc1Br	5	0.5	-6	6	0.9	6	-5	-1	-3

3 structures from above, arranged by SMILES length, lowest first.
SMILES	D1 ag	D2 ag	D1 antagonist	TRHR enhancer	TRHR ag	D2 PAM	D1 PAM	D2 antag	RXFP1 antag
Cc1cc(NCCNC2=CC(=O)CCC2)nc2ccccc12	0	-1.0	-7	1	-0.4	-11	-7	17	-3
COc1ccccc1-c1nnc(NC(=O)c2ccccc2F)o1	0	-0.7	9	3	-0.1	14	.	19	.
Cc1ccc(/C=C/c2onc(C)c2S(=O)(=O)N2CCC(C(=O)Nc3ccccc3C(F)(F)F)CC2)cc1	3	0.3	7	3	0.0	.	0	.	.

Carrying on.
SMILES	D1 ag	D2 ag	D1 antagonist	TRHR enhancer	TRHR ag	D2 PAM	D1 PAM	D2 antag	RXFP1 antag
COC(=O)c1cc(OC)c(OC)cc1NC(=S)Nc1cccc(C(C)=O)c1	1	-0.1	-10	-1	-0.5	-2	0	17	-17
COCCCNC(=O)C1CCCN(S(=O)(=O)c2cccc3nsnc23)C1 (stereo not drawn)	0	1.1	-11	-2	0.1	-2	1	4	14
CCCCOC(=O)C1=C(C)Nc2ncnn2C1c1cc(OC)ccc1OC (stereo not drawn)	2	.	5	6	-0.7	.	-5	.	-12
CC(=O)Nc1cc(C(=O)N2CCOCC2)ccc1S(=O)(=O)c1ccc(C)cc1	1	0.5	-31*	1	0.3	7	2	-2	4
O=C(NCCOC(=O)c1ccc(F)cc1)c1ccc(F)cc1	2	-0.6	-8	1	-0.9	-19	-2	13	-2
CCC(C)[C@H](NC(=O)[C@@H]1CSC2c3ccccc3C(=O)N21)C(=O)N1CCCCC1 (stereo partly drawn)	3	-0.3	1	-4	1.1	1	0	5	-6
CCC(=O)c1ccc(OCC(=O)NCCc2ccccn2)cc1	5	0.2	6	1	0.8	-1	4	6	-4
O=C(Cc1ccc(Br)cc1)Nc1cccc(Cl)c1	13	-0.5	-29	-3	-2.3	1	-3	-11	-19
O=C(CSc1nnc(NC(=O)c2c(F)cccc2F)s1)NCc1ccco1	1	0.7	11	4	0.1	7	-3	-20	-11
Cc1cccc(NC(=O)C(NS(=O)(=O)c2ccc3c(c2)CCC(=O)N3)c2ccccc2)n1 (stereo not drawn)	2	.	-5	1	-0.3	.	-6	.	7
CC(=O)N(c1ccc(Cl)cc1)c1c[nH]c2ccccc12	5	0.8	-18	-8	0.8	-7	13	-6	-20
Cc1ccc(-n2ncc(C(=O)N3CCN(c4ncccn4)CC3)c2C2CCN(C(=O)OC(C)(C)C)CC2)cc1	2	.	-5	8	0.2	-8	3	.	-2
CCc1ccc(C(=O)COC(=O)CNC(=O)c2ccc(N3C(=O)c4ccccc4C3=O)cc2)cc1	-1	-0.2	26	-10	0.8	23	-2	-5	13
Cc1cccc(N(C(=O)CNC(=O)c2cccs2)C(C(=O)NC2CCCC2)c2cccnc2)c1 (stereo not drawn)	1	-0.3	24	-7	-0.6	-9	-3	13	-20
COc1ccc(S(=O)(=O)N2CCN(C(=O)NCc3ccccc3)CC2)cc1	1	0.8	7	15	-0.3	-1	2	-1	-1
COc1ccc2oc(C(=O)OC/C(O)=C(\C#N)c3nc4ccccc4[nH]3)c(C)c2c1	6	-0.1	3	1	1.5	0	-6	-1	14
CCOC(=O)C(CCCCOc1ccc([N+](=O)[O-])cc1)C(=O)OCC	3	0.9	-14	-3	0.4	-14	-12	-5	-20
O=C(Nc1cccc(Cl)c1)C1CCCN(c2cnccn2)C1 (stereo not drawn)	11	-2.6	5	2	-0.9	-10	-1	12	12
CCOc1ccc(C(=O)NCC(=O)NC(C)c2ccc(-n3ccnc3)cc2)cc1OCC (stereo not drawn)	1	-0.3	-5	0	0.1	3	-2	7	8
O=C(NCCCN1CCCC1=O)c1cc2c(s1)CCCCC2	1	-0.5	7	-2	-0.9	5	-8	12	-1
Cn1ncc(Br)c1C(=O)N1CCc2ccccc21	2	-6.2	5	4	-0.1	6	1	0	.
CC(NCc1ccc(S(N)(=O)=O)cc1)C(=O)Nc1ccc([N+](=O)[O-])cc1Cl (stereo not drawn)	3	1.7	-30*	-15	0.4	-5	-6	-15	1
Cc1ccc(Cl)cc1NS(=O)(=O)c1ccc2oc(=O)c3ncn(C)c3c2c1	-2	.	7	7	0.3	5	0	.	-38
C[N+](C)(CC#Cc1ccccc1)CC(=O)c1ccccc1	2	0.7	-19	-1	0.7	3	-8	-4	6
O=C(NCCS(=O)(=O)N1CCN(c2ccccc2F)CC1)c1ccc2c(c1)OCO2	2	1.4	-3	-4	-1.3	-4	-7	-2	-6

2 of the compounds above, with two lines to a compound.
The line under a structure holds: D1 ag, D2 ag, D1 antagonist, TRHR enhancer, TRHR ag, D2 PAM, D1 PAM, D2 antag, RXFP1 antag
COc1ccc(S(=O)(=O)N2CCN(C(=O)NCc3ccccc3)CC2)cc1
→ 1, 0.8, 7, 15, -0.3, -1, 2, -1, -1
COc1ccc2oc(C(=O)OC/C(O)=C(\C#N)c3nc4ccccc4[nH]3)c(C)c2c1
→ 6, -0.1, 3, 1, 1.5, 0, -6, -1, 14

Remaining list, next part
SMILES	D1 ag	D2 ag	D1 antagonist	TRHR enhancer	TRHR ag	D2 PAM	D1 PAM	D2 antag	RXFP1 antag
CCc1ccc(S(=O)(=O)/N=C2/C=C(Sc3ncn[nH]3)C(=O)c3ccccc32)cc1	0	.	14	0	0.3	.	2	.	-35
CCCS(=O)(=O)N1CCC(C(=O)N2CCN(Cc3ccccc3)CC2)CC1	1	0.3	16	-3	0.5	-1	4	17	4
O=C1[C@@H]2Cc3c([nH]c4ccccc34)C(c3cccc([N+](=O)[O-])c3)N2C(=O)CN1CCCO (stereo partly drawn)	3	-0.1	23	5	-0.2	20	-1	-2	-7
Cc1ccsc1C1CC(=O)Nc2ccccc2S1 (stereo not drawn)	12	-0.3	57	3	0.5	-2	-3	10	29
CCCCNC(=O)CCn1c(=O)c2ccccc2n(Cc2cccc(Cl)c2)c1=O	-1	-1.4	5	1	-1.8	.	1	.	.
Cc1ccccc1N1C(=O)CC(Sc2nnc(-c3ccccc3)o2)C1=O (stereo not drawn)	3	-0.7	-2	5	-0.3	10	-3	-1	2
COc1ccccc1CNC(=O)C(C)NS(=O)(=O)c1ccccc1 (stereo not drawn)	-3	-1.4	10	0	-1.0	5	-3	-25	-12
COc1ccc(/C=C/C(=O)OCC(=O)Nc2ccc(Cl)cn2)cc1	2	2.3	-6	7	1.3	-2	-4	16	2
COc1ccc2cc(CN(CC3COCCO3)S(=O)(=O)c3c(C)cc(C)cc3C)c(=O)[nH]c2c1 (stereo not drawn)	1	-0.8	5	1	-0.7	-3	-1	4	.
COc1ccc(C(=O)Nc2cc(C)nn2-c2ccc(F)cc2)cc1	-1	-0.7	-15	-2	-1.1	5	-2	-7	10
O=C(NC1CCCCC1)N1CCN(c2nc(-c3ccccc3)cs2)CC1	3	0.9	0	-3	0.8	-4	-3	3	-21
O=C(Nc1ccccc1)Nc1ccccc1Br	0	-3.9	-6	-3	0.2	1	3	42*	-3
COc1cccc(C(=O)NCCS(=O)(=O)NCCc2ccccc2)c1	0	0.0	1	5	0.1	-7	-10	-14	7

An excerpt of these results, with values under each structure.
Each structure is followed by: D1 ag	D2 ag	D1 antagonist	TRHR enhancer	TRHR ag	D2 PAM	D1 PAM	D2 antag	RXFP1 antag
COc1ccc(/C=C/C(=O)OCC(=O)Nc2ccc(Cl)cn2)cc1
  2	2.3	-6	7	1.3	-2	-4	16	2
COc1ccc2cc(CN(CC3COCCO3)S(=O)(=O)c3c(C)cc(C)cc3C)c(=O)[nH]c2c1 (stereo not drawn)
  1	-0.8	5	1	-0.7	-3	-1	4	.

Assay outcomes from PubChem.
